HP1b chromo inh: HP1-beta chromodomain-methylated histone interaction inhibition | P83916 | AlphaScreen HP1-beta / biotin-H3K9me3 peptide binding | Potency, µM (doses to about 114 µM), without a hit: at the top dose activity change, negative = inhibition, actives largely listed as inhibitors | 390,000 tested, 0.56% active; note: potency is the fitted concentration of half-maximal effect; nearly all actives have a fitted effect of over 70% in size; inactives centre near 23
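Compound inhibition of the preformed complex between 50 nM HP1-beta and 50 nM biotinylated H3K9me3 peptide was read by AlphaScreen. Buffer was PBS pH 7.4 with 0.01% Tween-20. Incubations ran 30 min at room temperature, with 10 ug/mL donor/acceptor beads.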
PI4K2A inh: blocks human PI4K2A kinase activity; Q9BTU6; purified PI4K2A, ADP-Glo luminescence, 1 h; stronger effect = lower value; activity change, negative = inhibition, % at 76.9 µM; 420,000 tested, 0.13% active; in the data active = activity change below about -50%; inconclusive = mostly about -30% to -49%;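 note: -100% = wells without enzyme as full effect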
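Compounds are screened against recombinant PI4K2A using PI as substrate and ATP, the latter dispensed at 300 microM. Reactions run one hour at ambient temperature before ADP-Glo detection; full inhibition defined by wells lacking enzyme.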
GLS inhibitor: glutaminase GLS (human) inhibition; O94925; Potency, µM (highest dose often 45.5 µM), inactives show top-dose activity change, negative = inhibition, most hits filed as inhibitors; AID 624170; 410,000 tested, 0.21% active; GLS enzymatic activity, qHTS titration; note: potency is the fitted concentration of half-maximal effect; % is set by controls: 0 for no effect and ±100 for the full control effect
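Human kidney-isoform GLS in 45 mM KH2PO4 pH 8.2, 0.02% Tween-20, with compound, started with 1mM L-Glutamine (added stock). Glutamate oxidase/HRP/Amplex red coupled fluorescence read at start and after 30 min at RT.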
Pin1 inhibitor: blocks the human prolyl isomerase Pin1; Q13526; Pin1 FP peptide displacement, HiFluor488, 10 min; Potency, µM (top dose mostly 115 µM), for inactives: at the highest dose activity, negative = inhibition, usual class: inhibitors; 390,000 tested, 0.009% active; active = well fitted inhibition curve with a large enough effect in the polarisation, with a control signal flat, not every such curve was filed as active; inconclusive = small, poorly fitted or top-dose-only effect, or effect the other way, or a change in a side signal; inactive = no such curve, though single readings can be large or run the other way; the % refers to the polarisation; note: potency is the fitted concentration of half-maximal effect; % is set by controls: 0 for no effect and ±100 for the full control effect
Tb PGK inh: T. brucei PGK inhibition | PGK/GAPDH coupled, Kinase-Glo luminescence, 60 min | Potency, µM (top dose mostly 57.5 µM), for inactives: top-dose activity change, negative = inhibition, hits mostly inhibitors | 380,000 tested, 0.043% active; note: potency is the fitted concentration of half-maximal effect; % is set by controls: 0 for no effect and ±100 for the full control effect; nearly all actives have a fitted effect of over 60% in size
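Luminescent ATP detection (Kinase-Glo Plus) follows a 60-minute room-temperature incubation, with wells lacking PGK as controls. Buffer: 100 mM TEA (pH 7.6), 5 mM MgCl2, 0.01% Tween-20. Coupling enzyme GAPDH (100 nM final) supplies unstable 1,3-BPG in-well.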
BAZ2B block: blocks human BAZ2B. AID 504333. 360,000 tested, 4.4% active. AlphaScreen BAZ2B-H3K14Ac peptide displacement. Potency, µM (top dose mostly 114 µM), inactives show top-dose activity change, negative = inhibition, hits mostly inhibitors; note: potency is the fitted concentration of half-maximal effect; % is set by controls: 0 for no effect and ±100 for the full control effect; nearly all actives have a fitted effect of over 60% in size
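AlphaScreen displacement of biotin-H3(5-23)K14Ac peptide (50 nM final) from BAZ2B (50 nM final) in PBS pH 7.4, 0.01% Tween-20; complex preformed 30 min RT, then compounds (top 110 uM) 30 min RT, beads 20 min dark.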
JMJD2A Tudor: inhibitors of human JMJD2A Tudor domain; AlphaScreen JMJD2A-Tudor / H3K4me3 peptide binding; Potency, µM (top dose mostly 114 µM), for inactives: at the highest dose activity change, negative = inhibition, hits mostly inhibitors; 390,000 tested, 4.4% active; O75164; note: potency is the fitted concentration of half-maximal effect; % is set by controls: 0 for no effect and ±100 for the full control effect; nearly all actives have a fitted effect of over 50% in size
G9a inh: G9a (human) methyltransferase inhibition. AID 504332. 350,000 tested, 8.8% active. G9a H3K9 monomethylation, AlphaScreen, 2 h. Potency, µM (top dose mostly 102 µM), for inactives: at the highest dose activity, negative = inhibition, hits mostly inhibitors. Q96KQ7; note: potency is the fitted concentration of half-maximal effect; % is set by controls: 0 for no effect and ±100 for the full control effect; nearly all actives have a fitted effect of over 75% in size
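Readings reflect AlphaScreen signal from monomethyl-H3K9 antibody detection. HMT at 20 nM; substrate b-H3K9 500 nM; cofactor SAM 20 uM; 2 h RT reaction; compounds tested as titrations in qHTS with 15 min preincubation.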
Pol eta inh: DNA polymerase eta (human) inhibition; Potency, µM (highest dose often 114 µM), inactives show top-dose activity change, negative = inhibition, hits mostly inhibitors; AID 588591; recombinant Pol eta, fluorescent DNA replication assay; 390,000 tested, 1.2% active; Q9Y253; note: potency is the fitted concentration of half-maximal effect; % is set by controls: 0 for no effect and ±100 for the full control effect
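Pol eta at 10 nM preincubated with compounds 15 min at room temperature; reaction started with fluorescent substrate (50 nM final) and read kinetically at 0 and 10 min.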
Numbers without * were called inactive; i = inactive; u = inconclusive; x = no result given; [ ] = another dose, or the depositor's remark. Unless noted, calls come from the whole dose curve; as a rule, active = well fitted curve in the direction sought with a large enough effect; inconclusive = small, poorly fitted or top-dose-only effect, or another doubt; inactive = no such curve, though single readings can be large; an effect the other way counts as inactive or inconclusive. The list is partial; count on the stated rates, not on these rows.

HP1b chromo inh	PI4K2A inh	GLS inhibitor	Pin1 inhibitor	Tb PGK inh	BAZ2B block	JMJD2A Tudor	G9a inh	Pol eta inh	Compound
21%	6	11%	-11%	-6%	1%	-6%	-9%	-1%	O=C(NC1CCCCC1)N1CCCC(c2nc(-c3ccc(S(=O)(=O)N4CCCC4)cc3)no2)C1 (stereo not given)
23%	-5	27%	5%	0%	-6%	-3%	-9%[59 µM]	-13%	Cc1cccc(N2C(=O)CS/C2=N\NC(=O)c2ccc(Cl)cc2)c1C
38%	-4	-9%	28%	-4%	-2%	-8%	u	-11%	COc1ccc(NC(=O)c2cc(-c3cc(Cl)ccc3O)n[nH]2)c(OC)c1
27%	1	3%	-11%	-9%	0%	-21%	u	-23%	CN(Cc1ccccc1)C(=O)CN1CCN(S(=O)(=O)c2ccc(Cl)c(Cl)c2)CC1
13%	1	7%	-1%	-6%	-26%	-7%	u	-15%	Cc1ccc(/C=N/NC(=O)CNC(=O)COc2ccccc2)o1
24%	-6	36%[activator]	0%	-7%	-17%	-19%	30%	-9%	O=C(NN=C1CCCCC1)c1ccccc1-n1cccc1
16%	0	1%	-1%	-9%	7%	-7%	5%	-14%	CN(CC(=O)Nc1ccc(OC(F)(F)F)cc1)C(=O)Cc1c(Cl)cccc1Cl
46%[activator]	4	-1%	-1%	-3%	x	-4%	x	-9%	CC[C@]12c3[nH]c4ccc(OC)cc4c3CCN1C(=O)C(CC(=O)NCCc1ccccn1)C[C@@H]2C(=O)N1CCN(C(=O)C2CC2)CC1 (stereo not given in full)
2.2µM*	-5	-13%	u	-13%	u	50µM*	-2%[59 µM]	79µM*	COc1ccccc1OCCCSc1nc(-c2ccc(C(C)(C)C)cc2)nc2cc(=O)[nH]n12
-4%	2	-2%	0%	1%	-1%	-17%	14%	-6%	Cc1nc2ccccc2c(=O)n1NC(=O)c1ccccc1Br
23%	1	-8%	19%	5%	11%	-4%	12%[59 µM]	-7%	COc1ccc(-c2nnc(SCC(=O)N3c4ccccc4Sc4ccccc43)o2)cc1
19%	-3	9%	-3%	4%	16µM*	2.5µM*	1.6µM*	-10%	Cc1cc(=O)oc(C)c1C(=O)NCc1ccccn1
26%	2	-8%	-8%	i	-30%	-13%	-26%[59 µM]	-9%	CCN1C(=O)c2cccc3c(S(=O)(=O)Nc4nc(C)cs4)ccc1c23
19%	1	0%	10%	4%	6%	0%	-8%[0.501 µM]	-15%	CCn1c(=O)n(CC(=O)N2CCN(c3ccccc3F)CC2)c(=O)c2ccccc21
12%	6	6%	-2%	-3%	0%	-8%	-5%	6%	CCOC(=O)C(NC(=O)CC)(Nc1ccc(S(=O)(=O)Nc2ncccn2)cc1)C(F)(F)F (stereo not given)
3%	9	1%	u	-7%	8%	-16%	13%[59 µM]	-4%	CCC(C)(C)NC(=O)C(c1ccc(OC)cc1)N(Cc1cccs1)C(=O)CCC(=O)Nc1cc(C)on1 (stereo not given)
4%	7	2%	0%	x	7%	u	9%[59 µM]	4%	CC(NC(=O)c1cccs1)C(=O)NC1=NCCS1 (stereo not given)
38%	-4	-1%	37%[activator]	x	3%	11%	12%[59 µM]	x	Cc1cc(SCC(=O)Nc2ccc(Cl)cc2)nc2ccccc12
-5%	1	-24%	4%	0%	-32%	-27%	0%	-1%	Cc1ccc(C)c(OCC(=O)O/N=C(\N)c2cccc([N+](=O)[O-])c2)c1
49%[activator]	4	4%	-2%	0%	1%	7%	21%[12.7 µM]	-16%	COc1cc(C(=O)OC2CC3CCC2(C)C3(C)C)ccc1OC(C)=O (stereo not given)
152%[activator]	-1	-2%	0%	-4%	84%[activator]	92%[activator]	7%[12.7 µM]	-16%	Cc1cc(N(C)Cc2ccccc2)nc(-c2ccccc2)n1
24%	2	1%	0%	3%	5%	3%	2%[59 µM]	-4%	COCCNC(=O)c1nn2cccnc2c1Cl
37%[activator]	-6	-8%	-7%	-13%	-4%	-1%	u	-7%	Cn1c(=O)[nH]c(=O)c2c1nc(SCCN1CCOCC1)n2Cc1ccccc1
x	0	2%	x	-6%	x	x	x	-18%	Cc1ccc(-c2nn(-c3ccccc3)cc2C(=O)Nc2cccc(S(=O)(=O)NC3=NCCC3)c2)cc1
2%[57 µM]	2	-3%	8%	0%	-31%	u	-30%[59 µM]	-6%	Cc1ccc(C(=O)c2sc(Nc3ccccc3)c(S(=O)(=O)c3ccccc3)c2N)c(C)c1

At a glance, three of the compounds above.
HP1b chromo inh	PI4K2A inh	GLS inhibitor	Pin1 inhibitor	Tb PGK inh	BAZ2B block	JMJD2A Tudor	G9a inh	Pol eta inh	Compound
37%[activator]	-6	-8%	-7%	-13%	-4%	-1%	u	-7%	Cn1c(=O)[nH]c(=O)c2c1nc(SCCN1CCOCC1)n2Cc1ccccc1
x	0	2%	x	-6%	x	x	x	-18%	Cc1ccc(-c2nn(-c3ccccc3)cc2C(=O)Nc2cccc(S(=O)(=O)NC3=NCCC3)c2)cc1
2%[57 µM]	2	-3%	8%	0%	-31%	u	-30%[59 µM]	-6%	Cc1ccc(C(=O)c2sc(Nc3ccccc3)c(S(=O)(=O)c3ccccc3)c2N)c(C)c1

(listing goes on)
HP1b chromo inh	PI4K2A inh	GLS inhibitor	Pin1 inhibitor	Tb PGK inh	BAZ2B block	JMJD2A Tudor	G9a inh	Pol eta inh	Compound
-7%	2	-1%	31%[activator]	-1%	-10%	u	-16%	2%	Cc1nnc(C)c2c(C)n(-c3ccccc3)c(C)c12
19%	-3	9%	4%	-9%	-12%	-19%	1%	-1%	O=C(CSc1nnc(CNC(=O)c2c(F)cccc2F)o1)Nc1ccc2c(c1)OCO2
u	4	1%	-9%	-4%	-25%	u	28µM*	-11%	CC(C)(C)c1ccc(OCC(=O)NNC(=S)NC(=O)c2ccco2)c(Br)c1
u	-2	19%	-1%	-2%	u	u	7.1µM*	-1%	CC1(c2ccc(OC(F)F)cc2)NC(=O)N(CC(=O)Nc2ccc(N3CCCCC3)cc2)C1=O (stereo not given)
2%	0	0%	3%	-6%	2%	1%	x	4%	CCCCc1nnc2c(N(C)S(=O)(=O)c3ccc(C)cc3)nc3ccccc3n12
-11%	4	-4%	-8%	-8%	20%	u	-50%	1%	CN(C)N1C(N)=C(C#N)C(c2cccs2)C2=C1CC(C)(C)CC2=O (stereo not given)
27%	-1	16%	-8%	2%	-28%	-31%	u	u	COC(=O)c1cc(OC)cc(O)c1C(=O)c1c(O)cc(C)cc1O
-4%	6	1%	9%	7%	-28%	-12%	-6%	-3%	Cc1cccc(NC(=O)Cn2cc(C(=O)C3CC3)c3ccccc32)c1C
19%	1	0%	0%	2%	-9%	2%	2%	-8%	Fc1ccc(N2CN(Cc3cccnc3)CNC2=S)cc1
-8%	2	2%	-5%	-2%	-26%	-21%	2%	-21%	COc1ccc(-c2[nH]ncc2CN2CCC(N3CCSCC3)CC2)cc1F
-10%	-1	11%	2%	i	17%	6%	u	1%	CCOC(=O)c1c(NC(=O)c2c(Br)cnn2CC)sc(C)c1C
12%	5	-13%	-1%	1%	7%	-25%	-9%[59 µM]	-13%	c1cncc(-c2nnc(C3CCCCC3)o2)c1
13%	1	-26%	4%	-6%	-18%	-16%	-6%[12.7 µM]	-3%	Cc1ccc(C)c(N2CCN(S(=O)(=O)c3ccc(C(=O)N(C)C)s3)CC2)c1
0%	1	5%	-2%	7%	-13%	-12%	9%	-3%	O=C(CN(C(=O)CNS(=O)(=O)c1ccc(F)cc1)c1ccccc1F)NCc1ccco1
156%[activator]	1	-5%	0%	i	65%[activator]	61%[activator]	110%[activator][59 µM]	-5%	CCOC(=O)C1CCCN(S(=O)(=O)c2ccc3c4c(cccc24)C(=O)N3CC)C1 (stereo not given)
17%	-15	3%	-5%	-10%	-6%	-15%	-8%[12.7 µM]	-1%	O=C(C1CCCN1C(=O)c1cccs1)N1CCN(S(=O)(=O)c2ccc(F)cc2)CC1 (stereo not given)
20%	-1	-6%	15%	-2%	-26%	-33%	-5%[12.7 µM]	-12%	Cc1cc(C(=O)CN2C(=O)C(=O)N(C3CCCC3)C2=O)c(C)n1CCc1ccc(F)cc1
57%	7	19%	-11%	2%	2%	-4%	x	-16%	O=C(NC(C(=O)c1ccccc1)n1cnccc1=O)c1ccccc1 (stereo not given)
19%	3	6%	1%	-1%	-12%	3%	-4%[59 µM]	-16%	CCOc1ccc(CCNC(=O)Cn2nnc(-c3ccccc3Cl)n2)cc1OCC
-39%	-3	1%	-13%	-6%	-1%	-12%	u	u	CCn1c(N)c(C(N)=O)sc1=S
8%	0	1%	5%	-7%	3%	-13%	-26%	-9%	O=C(NCC(c1ccco1)N1CCN(c2ccccc2F)CC1)C(=O)NC1CC1 (stereo not given)
8%	0	12%	-3%	i	u	-28%	u	-19%	CCN(c1ccccc1)S(=O)(=O)c1ccc(C(C(=O)OC)C(=O)OC)c([N+](=O)[O-])c1
52%[activator]	-4	4%	-5%	-3%	-4%	-8%	21%[12.7 µM]	-2%	Cc1nnc(SCC(=O)NC2CCCCCC2)n1N
50%[activator]	-3	3%	21%	-3%	4%	-3%	u	6%	CSC1=N/C(=C/c2cccnc2)C(=O)N1Cc1ccc(Cl)cc1
14%	6	-6%	-4%	i	u	-23%	3.2µM*	-18%	COc1cccc(-c2cc(C(=O)NCCCn3ccnc3)c3ccccc3n2)c1
39%[activator]	-1	-5%	3%	-11%	-7%	-3%	9%	-20%	O=C(NCCS(=O)(=O)NCCCc1ccccc1)c1ccccc1
8%	5	5%	-1%	-5%	-3%[57.1 µM]	-9%	-7%	4%	CCC(C)NC(=O)C1CCCN(C(=O)NC2CCCCC2)C1 (stereo not given)

Screening data deposited in PubChem BioAssay by National Center for Advancing Translational Sciences (NCATS).
